# Screening results from PubChem.
# LGR2 inh – inhibitors of bursicon-induced Drosophila LGR2 receptor cAMP signaling; 380,000 compounds, 0.35% hits; HEK293 LGR2, CRE-luciferase, bursicon-stimulated, 4 h; inhibition, % at 9.99 µM;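 active = drop in luminescence signal, shown as inhibition above about 50% in the replicate tests, limit read from the data, passing the limit was not always enough; inconclusive = probably only some replicates passing the limit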;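 note: agonist challenge used bursicon conditioned medium at about half maximal strength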
# ARNT-TACC3 inh – ARNT/TACC3 interaction disruption. 390,000 compounds, 0.66% hits. AlphaScreen His-ARNT PAS-B/GST-TACC3 binding, luminescence; TACC3 fragment carries E629A point mutation. inhibition, % at 9.99 µM. Q9Y6A5;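 active = mean inhibition of replicates at least 50% and at least half of replicates each reaching 50%; inconclusive = half or more replicates reach 50% but mean below 50%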;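 note: 0% = complete ARNT plus TACC3 wells and 100% = ARNT alone without TACC3; many hits fall short of the cut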
# CASP6 VEID inh – inhibitors of human caspase-6. P55212. purified caspase-6, Z-VEID-R110 cleavage fluorescence. inhibition, % at 12.5 µM. 350,000 compounds, 0.53% hits. AID 686996;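 active = mean inhibition across replicates at least about 35%, with every replicate also reaching that limit, limit read from the data; inconclusive = only one of the two criteria met; inactive = neither criterion met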;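 note: 0% = median of neutral control wells and 100% = no fluorescence left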
# Target sequence (P55212 24-179 limits assumed): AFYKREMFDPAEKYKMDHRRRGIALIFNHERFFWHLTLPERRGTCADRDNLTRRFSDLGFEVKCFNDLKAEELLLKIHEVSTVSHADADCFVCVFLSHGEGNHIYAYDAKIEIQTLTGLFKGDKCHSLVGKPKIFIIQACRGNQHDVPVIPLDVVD
# Target sequence (P55212 194-293 limits assumed): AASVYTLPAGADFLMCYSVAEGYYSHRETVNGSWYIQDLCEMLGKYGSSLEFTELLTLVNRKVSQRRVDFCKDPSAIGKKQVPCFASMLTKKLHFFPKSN
# EWS-Fli block – inhibitors of EWS/Fli oncoprotein transcriptional activity. A673 NR0B1-luciferase reporter, viability-normalised. inhibition, % at 12.6 µM. 350,000 compounds, 0.67% hits. AID 651661;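 active = mean inhibition of at least 50% after viability correction, with every replicate also passing that limit; inconclusive = mean reaches 50% but only one of two replicates passes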;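 note: firefly luciferase signal divided by Alamar Blue viability fluorescence both relative to DMSO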
# SIRT5 block – sirtuin-5 (human) deacylase inhibition; Q9NXA8; Purified SirT5, succinyl-peptide AMC, trypsin-coupled fluorescence; inhibition, % at 15 µM; 330,000 compounds, 1.1% hits; AID 652115; in the data active = inhibition above about 15%; inconclusive = no clear call, values can overlap the other calls
# Target sequence (Q9NXA8 whole entry, looked up): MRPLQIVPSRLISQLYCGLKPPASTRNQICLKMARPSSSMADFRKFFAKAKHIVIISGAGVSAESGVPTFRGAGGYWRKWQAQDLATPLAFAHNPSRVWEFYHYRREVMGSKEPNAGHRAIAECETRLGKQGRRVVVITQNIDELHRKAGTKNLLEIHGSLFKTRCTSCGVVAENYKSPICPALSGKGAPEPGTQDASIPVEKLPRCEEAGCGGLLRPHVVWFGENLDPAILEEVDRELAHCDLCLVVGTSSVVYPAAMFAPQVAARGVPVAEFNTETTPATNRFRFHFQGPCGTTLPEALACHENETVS
# DENV2 CPE – DENV2-induced cell death inhibition; DENV2-infected cells, cytopathic effect rescue, plate reader; CPE inhibition, % at 9.99 µM; 350,000 compounds, 1.7% hits; AID 651640; in the data active = CPE inhibition above about 20%, passing the limit was not always enough; inconclusive = no clear call, values can overlap the other calls; tested in BHK-21 cells;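 note: 0% = median of neutral control wells and 100% = median of positive control wells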
# PAX8 inh HTS – PAX8 transcriptional activity inhibition. 360,000 compounds, 1.2% hits. RMG-I TPO-luciferase reporter, SteadyGlo, 24 h. inhibition, % at 12.6 µM;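 active = mean replicate inhibition at least 60% with every replicate also reaching 60%; inconclusive = only one of the two criteria is met; inactive = mean below 60% and not all replicates reaching 60%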;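 note: luciferase light reporting Pax8 driven TPO promoter activity; plate controls were median of neutral control wells for no effect and mitoxantrone controls for full effect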
# * hit, by the source's call; ? = inconclusive; · = not tested or not shown.
# Order of results – LGR2 inh	ARNT-TACC3 inh	CASP6 VEID inh	EWS-Fli block	SIRT5 block	DENV2 CPE	PAX8 inh HTS
> COc1ccc(C(=O)NCCC2=CCCCC2)cc1OC1CCN(C(C)C)CC1
  2	3	4	1	-4	-6	-32
> COc1cc(NC(=O)c2ccccn2)cc(OC)c1OC
  19	13	-2	2	-1	·	-9
> O=S(=O)(NCC(c1ccc2c(c1)OCO2)N1CCOCC1)c1ccc(Br)cc1 (centres undefined)
  -10	-1	7	2	-3	-1	18
> C=CCOc1ccc(/C=C2\N=C(C)OC2=O)cc1OC
  ·	-10	3	9	2	12	-10
> CC(C)c1cccc(C(C)C)c1NC(=O)COC(=O)C1=COCCO1
  -9	-6	0	0	-3	-5	2
> CCC(=O)N1C[C@@H](C)[C@@H](OC)CN(C)C(=O)c2cc(NC(=O)COC)ccc2OC[C@H]1C
  3	0	6	-4	·	-1	-1
> CC(=O)[C@]12O[C@@]3(COC[C@H](c4ccccc4)N3C1=O)[C@H]1C(=O)N(c3ccccc3)C(=O)[C@H]12
  ·	·	0	-13	-2	4	-8
> O=C(Nc1ccccc1F)N1C[C@@H]2[C@H](c3ccccc31)[C@H](CO)N2C(=O)C1CCOCC1
  -5	·	-2	-12	6	-5	-44
> CCc1nc(SCC(=O)NCc2ccccc2)c2c(=O)n(C)c(=O)n(C)c2n1
  ·	4	1	-6	5	8	0
> C[C@H]1CN([C@@H](C)CO)C(=O)c2ccccc2-c2ccccc2CO[C@@H]1CN(C)C(=O)Nc1cccc(C(F)(F)F)c1
  -12	34	0	9	5	13	14
> C[C@@H]1CCCCO[C@H](CN(C)C(=O)Nc2ccc(F)cc2)[C@@H](C)CN([C@@H](C)CO)C(=O)c2cc(NC(=O)Nc3ccccc3)ccc2O1
  -4	1	2	7	11	1	26
> C[C@H](CO)N1C[C@H](C)[C@@H](CN(C)S(=O)(=O)c2ccc(Cl)cc2)Oc2ccc(NC(=O)CCC(F)(F)F)cc2CC1=O
  13	1	0	5	2	-2	15
> CCCCn1nnnc1C1(C)CCC(=O)N1CC1CCCCC1 (centres undefined)
  -9	·	3	-3	-3	1	-9
> CO[C@H]1CC[C@H]2CCOc3c(C#N)cccc3C(=O)N(C)C[C@H](OC)[C@H](C)C(=O)N(C)C[C@@H]1O2
  -2	-2	-5	-37	-2	-2	-23
> CC(C)OC(=O)CC1C(=O)NCCN1C(=O)COc1ccc(C(C)(C)C)cc1 (centres undefined)
  -3	-10	1	-2	1	-10	13
> Cc1ccc(NCC(=O)N=Nc2c(O)n(C)c3ccccc23)cc1
  -56	-3	0	3	-6	3	3
> O=C(Cc1cccc([N+](=O)[O-])c1)Nc1cccc(C(=O)N2CCOCC2)c1
  -2	0	-3	9	12	-6	5
> N#Cc1cccc(-c2ccc(C3[C@H]4CNC[C@@H]3N4S(=O)(=O)Cc3ccccc3)cc2)c1 (some centres undefined)
  -14	·	0	·	4	-9	·
> CCCCCC(=O)Nc1cccc(C2=NOC3(C2)C[C@H](C(N)=O)N(C(=O)c2ccccc2)C3)c1 (some centres undefined)
  9	·	·	4	·	·	-4
> OCCOCCn1c(C2CCCN2c2nc(-c3ccc(F)cc3)cs2)nc2cc(Cl)c(Cl)cc21 (centres undefined)
  -14	1	-5	8	·	·	12
> COc1ccc(C(=O)N2CCOC2CNC(=O)C(=O)NCc2ccc(Cl)cc2)cc1 (centres undefined)
  -4	-12	-5	2	-4	2	3
> CCc1ccc2[nH]c3nc(N/N=C/c4ccc(O)cc4O)nnc3c2c1
  15	0	10	39	-4	-3	105*
> Cc1noc(C)c1NC(=O)Nc1cccc2c1O[C@H](CN(C)Cc1ccncc1)[C@H](C)CN([C@H](C)CO)C2=O
  -4	·	2	·	4	-1	1
> CC(=O)N1CCCCN2[C@H](C1)[C@@H](c1ccc(-c3cccc(C)c3)cc1)[C@@H]2CO
  10	1	-2	-17	-1	·	-6
> C/C(=N\NC(=O)c1ccc2c(c1)OCO2)c1ccc(C(=O)O)s1
  3	4	2	-12	8	2	-32
> O=C(CN1C(=O)S/C(=C\c2ccc(F)cc2)C1=O)NC1C=CS(=O)(=O)C1 (centres undefined)
  0	-6	0	-1	3	-6	20
> CCN1C(=O)[C@@H]2[C@@H](c3ccc(-c4ccc(Cl)c(Cl)c4)cc3)N3CCC[C@@]3(C(=O)OC)[C@@H]2C1=O
  4	-1	2	19	·	17	13
> O=C(NNC(=S)Nc1ccccc1)c1cccnc1
  -23	-5	-1	·	-5	-4	-38
> CC(C(=O)Nc1ccc2c(c1)OCCO2)N(C)CC(=O)Nc1ccccc1Br (centres undefined)
  -2	0	3	-3	3	-1	·
> COC(=O)c1cc(S(=O)(=O)NCC2CCN(Cc3cccc(F)c3)CC2)cn1C
  -14	10	-1	·	0	5	4
> O=C(CSc1nnc(Cc2cc(=O)[nH]c(=O)[nH]2)n1-c1ccc(F)cc1)N1CCCCC1
  15	·	2	4	2	1	-6
> Cc1cccc(OCC(=O)NNS(=O)(=O)c2ccccc2F)c1
  -2	-10	-1	5	0	-1	-11
> COc1ccc(CCNc2cc(C)nc3c(-c4ccc(Cl)cc4)c(C)nn23)cc1OC
  10	23	·	·	·	·	7
> COCC#Cc1ccc([C@@H]2[C@@H](CO)N3CCCCN(C(=O)Nc4cc(F)ccc4F)C[C@H]23)cc1
  -3	1	0	5	-6	8	-6
> COc1cccc(S(=O)(=O)N[C@@H]2CC[C@@H](CC(=O)NCc3ccncc3)O[C@H]2CO)c1
  -5	-5	0	1	-2	11	1
> O=C(CN1CCOCC1)N[C@@H]1CC[C@H](CCn2cc(C3CCCC3)nn2)O[C@@H]1CO
  -12	·	6	·	-2	14	-14
> CCCNC(=O)N[C@H]1CC[C@H](CCn2cc(-c3cccc(F)c3)nn2)O[C@@H]1CO
  1	-1	1	-3	0	?	22
> CCOC(=O)c1sc2nc(C)nc(Nc3ccccc3)c2c1C
  -31	-3	1	6	·	-5	-10
> CCOC(=O)c1sc2nc(C)nc(SCC(=O)NC(C)CCc3ccccc3)c2c1C (centres undefined)
  37	0	3	21	-18	-1	12
> CC(C)(C)CC(=O)Nc1ccc(S(=O)(=O)N2CCCC2)cc1
  -8	-8	2	10	-1	-7	-5
> Nc1cc[n+](CC(=O)c2ccccc2)cc1
  12	-5	-32	-3	-1	2	10
> CS(=O)(=O)N(CC(=O)N1CCOCC1)c1cccc(F)c1
  5	2	0	18	-4	6	-1
> Cc1ccc(S(=O)(=O)N(C)C[C@@H]2OCCCC[C@@H](C)Oc3ccc(NC(=O)Nc4ccc5c(c4)OCO5)cc3C(=O)N([C@@H](C)CO)C[C@@H]2C)cc1
  -7	26	0	-5	7	-4	-16
> O=C(NCc1cccnc1)Nc1cc(Cl)cc(Cl)c1
  -12	-4	-2	0	0	-11	7
> COC(=O)c1ccccc1NC(=S)N(C)C
  11	-2	-4	10	-6	13	12
> CC1CCN(C(=S)c2ccc(N(C)C)cc2)CC1
  -12	-7	-4	-28	2	0	-59
> CC(C)[C@@H](C)NC(=O)N(C)C[C@@H]1OCc2ccccc2-c2ccccc2C(=O)N([C@H](C)CO)C[C@@H]1C
  -14	0	1	-7	-2	-1	0
> COc1ccc(CNC(=O)CN(C)Cc2ccc(SC)cc2)cc1
  -7	4	0	5	-5	-1	-5
> C[C@@H]1CN([C@H](C)CO)C(=O)Cc2cc(NC(=O)C3CCCCC3)ccc2O[C@H]1CN(C)Cc1ccc(C(=O)O)cc1
  5	-5	-1	-3	0	6	-5
> Cc1cc(C)cc(Oc2ccc(-c3nnc(-c4ccccc4)o3)cc2[N+](=O)[O-])c1
  ·	0	3	3	-3	-6	19

# Random excerpt: 2 entries already listed.
# Order of results – LGR2 inh	ARNT-TACC3 inh	CASP6 VEID inh	EWS-Fli block	SIRT5 block	DENV2 CPE	PAX8 inh HTS
> COC(=O)c1ccccc1NC(=S)N(C)C
  11	-2	-4	10	-6	13	12
> CC(C)[C@@H](C)NC(=O)N(C)C[C@@H]1OCc2ccccc2-c2ccccc2C(=O)N([C@H](C)CO)C[C@@H]1C
  -14	0	1	-7	-2	-1	0

# (more compounds)
# Order of results – LGR2 inh	ARNT-TACC3 inh	CASP6 VEID inh	EWS-Fli block	SIRT5 block	DENV2 CPE	PAX8 inh HTS
> COc1ccc(C(C)=O)cc1CON=C1CSCc2ccccc21
  -1	·	5	9	·	-1	-3
> Cc1ccc(C)c(OCCCC(C)(C)C(=O)O)c1
  -2	-3	-6	-5	-1	6	1
> Cc1sc(C(C2C(=O)CC(C)(C)CC2=O)C2C(=O)CC(C)(C)CC2=O)cc1[N+](=O)[O-]
  ·	38	3	7	2	3	0
> CCCc1nc2ccccc2c(C(=O)N(CC)CC(=O)NCc2cccs2)c1CC
  -10	-3	-3	9	-11	16	8
> CO[C@@H]1CN(C)C(=O)c2cc(NC(=O)C3CCCCC3)ccc2OC[C@@H](C)N(C)C[C@@H]1C
  4	-3	-1	-15	-6	-3	-10
> COc1ccc(Cl)cc1NC(=O)CN(C)CC(=O)Nc1cccc(S(=O)(=O)N2CCCC2)c1
  -26	6	2	3	1	-6	-3
> O=C(CSc1nnnn1-c1ccc(Cl)c(C(=O)O)c1)NC(c1ccccc1)c1ccccc1
  -15	7	4	1	-3	-5	18
> C[C@@H]1CN([C@H](C)CO)C(=O)c2cc(NC(=O)c3ccncc3)ccc2O[C@@H]1CN(C)Cc1ccc(Cl)c(Cl)c1
  28	6	-1	·	-3	-7	13
> S=C(c1ccc(Br)cc1)N1CCCC1
  -7	-7	1	-4	-4	-3	-24
> CCc1nc2ccc(C(=O)NCc3ccc(OC)cc3)cn2c1N(C)CCC(C)C
  -1	·	-3	-32	-1	1	5
> COc1ccc(-c2oc3ncnc(NCCCO)c3c2-c2ccc(OC)cc2)cc1
  -11	1	2	43	-3	0	29
> COc1cccc(NC(=O)N2CCCC2C(=O)Nc2cc(C)ccc2OC)c1 (centres undefined)
  8	4	1	4	-1	-3	15
> Cc1ccc(C(=O)NC2CC2)cc1S(=O)(=O)N1CCOCC1
  0	-4	2	9	-7	-9	18
> COc1ccc(S(=O)(=O)Nc2cccc3c2O[C@H](CN(C)S(=O)(=O)c2ccc(C)cc2)[C@H](C)CN([C@@H](C)CO)C3=O)cc1
  4	11	·	-6	·	-1	-13
> CCCNC(=O)Cn1c(=O)/c(=C/c2ccc(-c3ccc([N+](=O)[O-])cc3)o2)s/c1=C\C(=O)C(C)(C)C
  22	-5	-1	8	-1	1	22
> COc1ccc(-c2ccc3c(c2)O[C@H](CN(C)C(=O)Nc2ccccc2F)[C@H](C)CN([C@H](C)CO)S3(=O)=O)cc1
  12	7	-1	15	10	11	·
> C[C@H]1CN([C@@H](C)CO)C(=O)c2cccc(NS(C)(=O)=O)c2O[C@H]1CN(C)Cc1ccc(C(=O)Nc2ccccc2N)cc1
  -6	4	-1	10	·	-4	·
> CC(Oc1ccccc1)C(=O)Nc1nnc(S(=O)(=O)Nc2ccccc2)s1 (centres undefined)
  -2	-2	-2	-6	7	-1	8
> C[C@H]1CN([C@@H](C)CO)C(=O)c2cc(NS(=O)(=O)c3ccc(Cl)cc3)ccc2O[C@@H]1CN(C)C(=O)Nc1ccc(F)cc1
  -11	-3	0	-5	0	11	-11
> Cc1ccc(S(=O)(=O)N2CCN(Cc3ccco3)CC2)cc1C
  2	3	-2	·	-1	-12	-9
> N/C(CC(=O)Nc1ccc(F)c(Cl)c1)=N\OC(=O)c1cccs1
  ·	4	3	14	2	-2	8
> COc1ccc(CCNC(=O)C(=O)NCc2ccc(Cl)cc2)cc1OC
  -30	-5	-2	1	-12	8	6
> O=c1c2c(-c3ccccc3)csc2ncn1/N=C/c1ccc(O)c([N+](=O)[O-])c1
  -2	8	-1	-2	·	0	-23
> O=C(CC(=O)N/N=C/c1cccs1)NCc1ccccc1
  -6	-6	-4	-5	0	7	8
> COc1ccc(S(=O)(=O)Nc2ccc3c(c2)C(=O)N([C@H](C)CO)C[C@@H](C)[C@H](CN(C)CC2CC2)O3)cc1
  0	5	1	1	0	9	·
> Cc1ccc(CS(=O)Cc2ccc(C(=O)NCc3ccc4c(c3)OCO4)o2)cc1 (centres undefined)
  8	3	2	·	6	14	6
